Assay outcomes deposited in PubChem BioAssay by several laboratories.
SUMO Mot1 rescue: blocks SUMOylation pathway, rescuing yeast Mot1-301 growth. growth rescue, % at 18.8 µM. 320,000 tested, 1% active. S. cerevisiae Mot1-301 growth rescue, ATP luminescence, 38.5C; percent above DMSO median, 100 means doubled. AID 2716;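 active = every valid replicate shows activation above 250% relative to neutral control wells; inactive = the rest, any valid replicate at or below 250%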;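 note: OY570 slx delta 5 strain wells were the positive control but not used for scaling; some compounds called inactive have numbers as strong as hits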
phage Ecoli inh: E. coli growth loss with phage present; AID 651602; growth absorbance; inhibition, % at 11.9 µM; 360,000 tested, 0.26% active; in the data active = inhibition above about 11%
PKA-R1A activ: activates the PKA-R1A holoenzyme complex. P00514+P68181. activation, % at 11.4 µM. PKA-R1A dissociation, Cy5-IP20 fluorescence polarization; scaled: DMSO 0%, 113 µM cGMP 100%. 340,000 tested, 0.083% active;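 active = percent activation above the mean of all tested compounds plus 3 SD, cut at about 19% in these data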;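 note: higher means more PKAc released from R1A so a rise in polarization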
OPRM1-OPRD1 ag: OPRM1-OPRD1 heterodimerization agonism | P35372+P41143 | cells, luminescence | activation, % at 9.3 µM | 340,000 tested, 0.3% active | AID 504326; in the data active = activation above about 18%;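 note: 0% = vehicle-treated cells and 100% = reference agonist; values of inactives mirror those of a sister screen read the other way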
Ecoli viability: counter-screen for AddAB inhibitors: E. coli growth inhibition; inhibition, % at 11.9 µM; E. coli V3065 growth, OD600 absorbance, 18 h; 330,000 tested, 0.27% active;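 active = inhibition above the campaign's mean inhibition across all tested compounds plus 3 SD, cut at about 9.9% in these data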;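 note: uninfected addAB+ strain grown without phage in ampicillin broth; 0% = DMSO wells and 100% = ciprofloxacin 0.95 µg/ml wells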
PfHsp90 yeast 2: growth inhibition of yeast expressing Plasmodium Hsp90; 310,000 tested, 0.32% active; S. cerevisiae expressing PfHsp90, BacTiter-Glo ATP, 48 h; yeast lacking PDR1 and PDR3 efflux regulators; inhibition, % at 9.4 µM;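 active = every replicate shows inhibition above about 80%, whatever the replicate mean, limit read from the data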;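 note: 0% = DMSO neutral controls and 100% = 20 µM radicicol positive controls; yeast relying on Plasmodium falciparum Hsp90 in place of its own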
DSG3 Ab inh: human desmoglein-3 autoantibody binding inhibition. DSG3-coupled beads, scFv-anti-DSG3-GFP binding, flow cytometry; active compounds read low. binding (percent of control), % at 10 µM. AID 588358. 310,000 tested, 0.48% active. P32926;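 active = binding more than 3 SD below its plate's average and above zero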;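 note: hits lower antibody fragment binding to DSG3; some compounds called inactive have numbers as strong as hits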
Target sequence (P32926 whole entry, looked up, the tested form may be a part): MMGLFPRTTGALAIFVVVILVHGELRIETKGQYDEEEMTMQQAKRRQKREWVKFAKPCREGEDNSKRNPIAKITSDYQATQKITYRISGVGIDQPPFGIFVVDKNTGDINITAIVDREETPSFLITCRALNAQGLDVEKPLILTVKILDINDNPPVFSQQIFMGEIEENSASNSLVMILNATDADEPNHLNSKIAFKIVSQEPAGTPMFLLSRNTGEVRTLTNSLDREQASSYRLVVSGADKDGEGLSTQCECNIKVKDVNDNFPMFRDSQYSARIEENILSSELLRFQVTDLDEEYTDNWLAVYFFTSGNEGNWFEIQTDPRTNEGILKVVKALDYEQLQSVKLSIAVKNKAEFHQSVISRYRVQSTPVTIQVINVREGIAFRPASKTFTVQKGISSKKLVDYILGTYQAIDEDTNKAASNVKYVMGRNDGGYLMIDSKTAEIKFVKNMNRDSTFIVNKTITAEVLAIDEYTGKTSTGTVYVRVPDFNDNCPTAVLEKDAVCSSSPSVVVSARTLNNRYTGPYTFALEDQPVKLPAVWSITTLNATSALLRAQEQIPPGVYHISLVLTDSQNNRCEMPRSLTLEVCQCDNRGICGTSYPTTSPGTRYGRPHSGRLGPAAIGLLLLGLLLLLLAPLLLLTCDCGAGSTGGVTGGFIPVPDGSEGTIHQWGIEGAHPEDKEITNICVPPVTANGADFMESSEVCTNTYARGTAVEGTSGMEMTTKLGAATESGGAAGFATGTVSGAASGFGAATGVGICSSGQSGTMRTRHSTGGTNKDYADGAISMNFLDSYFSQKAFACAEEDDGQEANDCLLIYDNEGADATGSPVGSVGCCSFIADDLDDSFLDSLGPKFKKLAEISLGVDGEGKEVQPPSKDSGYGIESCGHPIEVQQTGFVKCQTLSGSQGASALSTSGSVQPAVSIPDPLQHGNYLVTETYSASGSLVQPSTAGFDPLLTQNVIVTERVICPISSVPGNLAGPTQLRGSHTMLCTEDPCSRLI
Arr AP2 block: human beta-arrestin and AP2 interaction inhibition | FITC-arrestin peptide / GST-AP2 beads, flow cytometry; AP2 beta2 appendage carries R879A mutation | inhibition, % at 10 µM | 340,000 tested, 0.31% active | AID 504490;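 active = inhibition above a set limit, near 3 SD of compounds lacking own fluorescence, cut at about 54% in these data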;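 note: plate controls were DMSO wells for no effect and 5 µM unlabelled arrestin peptide for full effect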
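system = GST-tagged AP2 beta2-adaptin appendage (R879A) on 4 µm glutathione beads | reagent = FITC-labelled arrestin peptide probe, 50 nM final | schedule = compound with beads 12 min RT, then probe 1 h RT | signal = HyperCyt-sampled flow cytometry, FL1 channel, ex 488/em 535 nm | read-out = percent response from loss of bead-bound FITC fluorescence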
MOR-DOR inv ag: inverse agonists of human mu-delta opioid receptor heterodimerization | P35372+P41143 | cell-based MOR-DOR heterodimer luminescence, inverse agonism | 340,000 tested, 0.21% active | AID 504357 | inhibition, % at 9.3 µM; in the data active = inhibition above about 22%, passing the limit was not always enough;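 note: 0% = cells with DMSO and 100% = wells without cells with DMSO; values of inactives mirror those of a sister screen read the other way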
AddAB inh: less growth of phage-infected E. coli with AddAB; E. coli expressing H. pylori AddAB, absorbance growth; inhibition, % at 11.9 µM; 330,000 tested, 0.29% active; AID 435030; in the data active = inhibition above about 12%;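 note: 0% = vehicle wells of infected cells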
Tat export inh: blocks Tat-dependent protein export in E. coli; E. coli MC4100 TorA-mCherry Tat export, fluorescence; inhibition, % at 10 µM; 340,000 tested, 0.036% active; AID 488895;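 active = mean replicate inhibition at least 50% and at least half of replicates individually reaching 50%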;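 note: exported cargo escapes ClpAP degradation while cytoplasmic cargo is degraded and loses fluorescence; 0% = median of neutral control wells and 100% = median of NaSCN control wells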
An asterisk follows results filed as active; . = no result given. Outcome played no part in choosing rows; overall some 2.8% were active at least once.

SMILES	SUMO Mot1 rescue	phage Ecoli inh	PKA-R1A activ	OPRM1-OPRD1 ag	Ecoli viability	PfHsp90 yeast 2	DSG3 Ab inh	Arr AP2 block	MOR-DOR inv ag	AddAB inh	Tat export inh
O=C(Nc1ccon1)c1cccc(C(F)(F)F)c1	71	1.1	-4	-3.0	-0.5	-1	101	-6	15	1.4	-6
Cc1cc(Cl)c(S(=O)(=O)Nc2ccc3c(c2)OCCO3)cc1OCC(N)=O	-16	0.4	-1	-1.6	0.7	-5	.	6	10	-0.7	-6
COc1ccc(CNC(=O)C(CCSC)NS(=O)(=O)c2ccccc2F)cc1 (stereo not drawn)	.	2.7	6	-2.1	3.1	-4	.	18	10	-1.0	1
Cc1nn(C)c(C)c1CN(C)C(=O)c1cc2nc(-c3ccco3)cc(C(F)(F)F)n2n1	0	3.6	-7	-2.2	1.7	19	99	-2	12	-0.2	-6
COc1ccc(-c2cc(N)n(S(=O)(=O)c3c(F)c(F)c(F)c(F)c3F)n2)cc1OC	138	1.3	-2	2.9	-0.2	-11	109	7	-16	0.5	-2
CCOC(=O)N=Nc1c(O)n(Cc2ccccc2)c2ccccc12	-4	4.0	-7	1.5	-2.5	-13	106	7	-11	-0.2	9
COc1ccccc1CNC(=O)/C=C/c1ccc(Br)o1	-1	4.0	-8	-3.8	-4.1	1	97	15	18	-1.6	0
CN(C)CCNC(=O)CCn1nc(-c2ccc(Cl)cc2)ccc1=O	-11	1.4	3	-0.9	-1.2	12	116	1	4	1.2	-16
O=C(CN1C2CCCC1CC(NC(=O)c1ccco1)C2)Nc1ccccc1C(F)(F)F (stereo not drawn)	-8	2.8	7	1.4	1.2	-86	.	-5	-9	-2.2	9
NNC(=O)CC12CC3CC(C1)CC(n1ncnn1)(C3)C2	-6	2.9	-9	-0.5	0.6	4	103	-4	3	1.8	8
Cc1ccc(NS(=O)(=O)c2ccc(CCC(=O)N3CCCC3)cc2)cc1	27	2.6	5	-1.2	-1.4	27	98	-6	7	4.8	12
CCN(CC)CCNC(=O)c1ccc(NC(=O)c2ccc(S(=O)(=O)N3CCCCCC3)cc2)cc1	-9	-1.0	-1	-2.9	-1.3	.	104	10	15	0.2	-8
CN(C(=O)c1sc2nc(N3CCOCC3)c3c(c2c1N)CCCC3)c1ccccc1	58	-1.4	-2	-0.4	0.8	.	113	-7	2	1.7	-15
Cc1ccccc1C1NC(c2ccccc2C)C([N+](=O)[O-])C(C)(C)C1[N+](=O)[O-] (stereo not drawn)	19	4.1	5	3.8	1.3	14	.	33	-19	0.3	3
COc1ccc(-c2oc3ncn(CCN4CCOCC4)c(=N)c3c2-c2ccc(OC)cc2)cc1	19	0.8	3	-0.6	-0.7	-2	102	10	3	-1.6	6
CCOC(=O)c1c(C)[nH]c(C)c1S(=O)(=O)NCCN1CCN(c2ccccc2F)CC1	15	1.0	-2	-1.0	-0.2	6	.	2	6	-0.1	2
Cc1cc(C(=O)NCc2cccs2)no1	-12	0.2	-2	-1.0	-1.4	9	104	1	6	-1.9	-8
COc1cc(C(=O)Oc2cccc(/C=N/NC(=O)c3cccnc3)c2)cc(OC)c1OC	3	1.2	-13	-2.0	-3.1	2	.	12	13	-2.0	6
CC#CCN1c2ccccc2[C@]23C[C@@H](C(=O)OC)N(C(=O)NCCBr)C2=NC(C(=O)OC)=C(C(=O)OC)[C@H]13	-6	0.5	-4	-1.2	-1.8	-12	100	8	7	-1.4	7
O=c1[nH]c(=O)c2nnc(N/N=C\c3ccc(O)cc3)nc2[nH]1	12	0.5	5	-4.1	2.5	6	110	15	19	4.2	0
COc1ccc(C2/C=C\CN(Cc3ccco3)CC(=O)N2Cc2ccc(F)cc2)cc1 (stereo not drawn)	-13	1.4	7	-1.2	-3.1	.	108	21	6	1.6	5
CN(C)S(=O)(=O)c1ccc(=S)[nH]c1	-17	3.6	-21	0.1	0.3	18	101	13	-1	0.3	0
COc1ccc(OC)c(NC(=O)c2sc3nc(C)cc(C)c3c2N)c1	27	1.2	-6	-3.0	.	-1	99	10	14	.	-2
O=C(Nc1ccc([N+](=O)[O-])cc1)Nn1cnnc1	-8	4.0	0	-1.6	2.8	23	102	28	11	0.3	-1
CCOC(=O)C/C(=N\Nc1ncnc2ccccc12)c1ccccc1	67	1.5	-7	2.3	-2.0	15	.	39	-17	4.6	3
Cc1ccc(S(=O)(=O)N(C)CC(=O)OCC(=O)NC(=O)Nc2ccc3c(c2)OCCO3)cc1	-6	-2.4	-4	-1.2	-1.0	-9	94	-15	6	3.0	16
COC(=O)Cn1c(=NC(=O)c2ccc(S(=O)(=O)N3CCOCC3)cc2)sc2cc(S(N)(=O)=O)ccc21	-14	3.5	-5	-3.4	-0.3	0	98	-9	18	1.1	-2
CCOc1ccc(NC(=O)CCC(=O)NNS(=O)(=O)c2ccccc2[N+](=O)[O-])cc1	35	2.8	0	-2.2	-1.0	27	109	5	11	5.2	9
CC(C)CC(NC(=O)C1CCC(C)CC1)C(=O)N1CCN(c2ccccn2)CC1 (stereo not drawn)	210	2.0	-1	-0.5	1.1	.	105	-9	2	5.6	-13
CCC(=O)N1CCCc2cc(S(=O)(=O)N3CCN(c4ccccc4F)CC3)ccc21	-12	0.5	-2	1.9	0.6	-4	104	.	-11	0.2	0

Full records from above. Order of values: SUMO Mot1 rescue | phage Ecoli inh | PKA-R1A activ | OPRM1-OPRD1 ag | Ecoli viability | PfHsp90 yeast 2 | DSG3 Ab inh | Arr AP2 block | MOR-DOR inv ag | AddAB inh | Tat export inh
CN(C)CCNC(=O)CCn1nc(-c2ccc(Cl)cc2)ccc1=O as listed: -11 | 1.4 | 3 | -0.9 | -1.2 | 12 | 116 | 1 | 4 | 1.2 | -16
Cc1nn(C)c(C)c1CN(C)C(=O)c1cc2nc(-c3ccco3)cc(C(F)(F)F)n2n1 as listed: 0 | 3.6 | -7 | -2.2 | 1.7 | 19 | 99 | -2 | 12 | -0.2 | -6
Cc1ccccc1C1NC(c2ccccc2C)C([N+](=O)[O-])C(C)(C)C1[N+](=O)[O-] (stereo not drawn) as listed: 19 | 4.1 | 5 | 3.8 | 1.3 | 14 | . | 33 | -19 | 0.3 | 3
CCOC(=O)c1c(C)[nH]c(C)c1S(=O)(=O)NCCN1CCN(c2ccccc2F)CC1 as listed: 15 | 1.0 | -2 | -1.0 | -0.2 | 6 | . | 2 | 6 | -0.1 | 2

Four structures from above, arranged by formula weight, descending.
SMILES	SUMO Mot1 rescue	phage Ecoli inh	PKA-R1A activ	OPRM1-OPRD1 ag	Ecoli viability	PfHsp90 yeast 2	DSG3 Ab inh	Arr AP2 block	MOR-DOR inv ag	AddAB inh	Tat export inh
Cc1ccc(S(=O)(=O)N(C)CC(=O)OCC(=O)NC(=O)Nc2ccc3c(c2)OCCO3)cc1	-6	-2.4	-4	-1.2	-1.0	-9	94	-15	6	3.0	16
CCC(=O)N1CCCc2cc(S(=O)(=O)N3CCN(c4ccccc4F)CC3)ccc21	-12	0.5	-2	1.9	0.6	-4	104	.	-11	0.2	0
CC(C)CC(NC(=O)C1CCC(C)CC1)C(=O)N1CCN(c2ccccn2)CC1 (stereo not drawn)	210	2.0	-1	-0.5	1.1	.	105	-9	2	5.6	-13
CN(C)S(=O)(=O)c1ccc(=S)[nH]c1	-17	3.6	-21	0.1	0.3	18	101	13	-1	0.3	0

(further entries)
SMILES	SUMO Mot1 rescue	phage Ecoli inh	PKA-R1A activ	OPRM1-OPRD1 ag	Ecoli viability	PfHsp90 yeast 2	DSG3 Ab inh	Arr AP2 block	MOR-DOR inv ag	AddAB inh	Tat export inh
O=C(CN1c2cccc3cccc(c23)S1(=O)=O)NC1CCCCC1	1	-0.6	-1	2.6	0.5	9	106	19	-11	1.5	2
CC1CCCC(C)N1C(=O)CNCc1ccc2c(c1)OCO2 (stereo not drawn)	-14	0.7	-9	-1.5	-2.0	5	112	5	8	-3.9	-11
CCC(C(=O)NCc1ccco1)N(C(=O)CNS(=O)(=O)c1ccccc1)c1ccccc1C (stereo not drawn)	17	2.2	-1	-2.3	1.9	-51	76	17	12	3.0	-6
COc1cc2c(cc1OC)C(c1ccc(Br)cc1)NC(=O)C2 (stereo not drawn)	4	-2.1	-5	-1.8	.	-3	109	11	9	.	-3
COc1cccc(CNS(=O)(=O)c2cc3c4c(c2)CCN4C(=O)CC3)c1	1	6.6	-10	0.8	2.2	.	106	-4	-5	1.4	-3
N/C(Cn1cncn1)=N\NC(=O)c1ccc(Cl)cc1Cl	778*	5.4	-2	-0.8	1.3	-2	100	-5	4	2.6	-7
CCCn1c(=O)c(C(=O)NCCCc2ccccc2)c(O)c2ccccc21	11	5.8	-6	-2.2	4.5	18	116	-18	11	5.3	-4
COc1cnc(-c2ccccn2)nc1Sc1ccccc1	13	3.9	-3	-0.2	0.0	-43	97	40	1	14*	-3
CC(C)CN1C(=O)NC(NC(=O)c2ccco2)(C(F)(F)F)C1=O (stereo not drawn)	-4	3.7	12	-1.6	0.6	-4	97	2	9	0.5	-13
C=CCN1C(=O)C(O)(CC(=O)c2c(C)n[nH]c2C)c2cc(Br)ccc21 (stereo not drawn)	-4	-0.3	-6	-2.0	-0.2	5	93	10	11	-0.6	-6
FC(F)(Cl)c1nnc2ccc(Cl)nn12	3	5.6	-7	-1.4	1.8	-13	100	9	7	3.0	-3
COc1ccc(S(=O)(=O)N2CCC(C(=O)Oc3ccc(C)cc3)CC2)cc1OC	14	4.1	-5	1.1	-0.1	-53	101	-8	-8	0.1	19
NNC(=O)c1cnn(-c2ccccc2)c1C(F)(F)F	15	-1.5	2	-0.2	-1.2	3	113	-27	1	-0.9	-1
CC(=O)Nc1cccc2c1C(=O)N(c1cccc(C)c1)C2=O	82	0.8	4	-1.5	-1.1	-11	99	-6	9	1.2	-7
O=C(c1cc(-c2ccc(Cl)cc2)on1)N1CCCC1	2	1.5	-5	1.1	0.3	-11	112	3	-6	-0.8	-1
CC(=O)c1cccc(CN2CCCC(CCC(=O)NCc3ccc(C)o3)C2)c1 (stereo not drawn)	12	3.6	-12	-1.5	-0.5	5	107	6	7	2.8	7
S=c1[nH]nc(COc2ccccc2)n1/N=C/c1ccc(Br)cc1	-2	-1.1	-1	6.1	-0.6	-4	98	-8	-31	-1.3	0
CN(C)C(CNC(=O)c1cccc(S(=O)(=O)NCc2ccccc2)c1)c1ccccc1 (stereo not drawn)	.	0.1	0	18	.	.	107	13	-114	.	1
